# Compound activity: PubChem BioAssay, National Center for Advancing Translational Sciences (NCATS)
# KCNH2 3.1 inh = KCNH2 3.1 (human) potassium channel inhibition; U2OS KCNH2 3.1, thallium flux FluxOr; active compounds read low; activity change, % (tested at about 1.8 µM); 340,000 tested, 0.95% active; AID 720553;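 active = maximum activity change below -70%; inconclusive = maximum activity change from -70% to -50%; inactive = maximum activity change above -50%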;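 note: thallium influx rate constant from kinetic fluorescence after stimulation buffer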
#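 We transduce U2OS cells with the mutant 3.1 virus, culture them overnight, load FluxOr with Red40 quencher for 45 min, then add stimulation buffer and read kinetically for 2 min to derive a normalized rate constant.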
# PKM2 activator = increases activity of human pyruvate kinase M2; purified PKM2, Kinase-Glo ATP luminescence, activation; response scale: 0% is enzyme alone, no compound; 260,000 tested, 0.34% active; Potency, µM (highest dose often 57.5 µM), for the others: at the top dose activation, most hits filed as activators; note: potency is the fitted concentration of half-maximal effect; nearly all actives have a fitted effect of over 55% in size
#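 Purified hPK-M2 (>95%) run at intermediate activity with 0.1 mM ADP and 0.5 mM PEP in 50 mM imidazole pH 7.2, KCl, MgCl2; 1 h room temperature. ATP formed read by Kinase-Glo luminescence; normalized to uninhibited and no-enzyme controls.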
# USP2a inh = USP2a (human) protease inhibition | O75604 | Potency, µM (doses to about 38.3 µM), for the others: at the highest dose activity change, negative = inhibition, hits mostly inhibitors | 330,000 tested, 0.01% active | USP2 core, Ub-CHOP2 coupled fluorogenic reporter, 485/531;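 note: potency is the fitted concentration of half-maximal effect; plate controls were DMSO wells for no effect and full inhibition by NEM control for full effect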
#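 Cell-free coupled assay: 10nM USP2 core preincubated 30min RT with compound in Tris-HCl pH 8.0/CaCl2/CHAPS buffer, then 25nM Ub-CHOP2 and 25nM reporter substrate; fluorescence (Ex 485/Em 531) read after 60min RT, normalized to NEM inhibition, concentration-response curves fitted.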
# Eya2 phos inh = Eya2 (human) phosphatase inhibition; O00167; recombinant Eya2, OMFP fluorescence dephosphorylation (OMFP is methylfluorescein phosphate); Potency, µM (top dose mostly 76.9 µM), for inactives: at the top dose activity, negative = inhibition, most hits filed as inhibitors; 330,000 tested, 0.006% active; note: potency is the fitted concentration of half-maximal effect
#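 Eya2 (0.2 uM) preincubated 10 min at ambient with compound, then OMFP substrate added at 50 uM; 10 min reaction in 50 mM HEPES pH 7.5, 50 mM NaCl, 5 uM MgCl2, 0.05% BSA, 1 mM DTT. Fluorescence read at Ex 485/Em 525 nm.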
# Chronic BCR inh = chronic active BCR signaling inhibition; ABC-DLBCL IkBa-CBG/CBR reporter, luminescence ratio, 4 h; Potency, µM (titrated, usually from 46.1 µM), for the others: at the top dose ratio change, negative = lower green/red ratio, most hits filed as inhibitors; 340,000 tested, 0.05% active; AID 493014; active = well fitted inhibition curve with a large enough effect in the signal ratio, with a control signal flat, not every such curve was filed as active; inconclusive = small, poorly fitted or top-dose-only effect, or effect the other way, or a change in a side signal; the % refers to the signal ratio;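 note: potency is the fitted concentration of half-maximal effect; plate controls were basal doxycycline-induced cells for no effect and cells given 10 µM MG132 for full effect; MG132 reads +100%, hits lower the ratio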
#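 Doxycycline induced both beetle luciferases in TMD8 lymphoma cells; IKK-driven degradation limits the IkappaBalpha-fused green signal, while red luminescence normalises for cell number and nonspecific effects. Compounds tested up to 46 uM, 4 hrs.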
# FBPA coupling cs = coupling enzyme interference in Giardia aldolase counter-screen | coupling enzyme system counterscreen, AmpLite Red fluorescence | activity change, negative = inhibition, % at 58.2 µM, hits read low | 290,000 tested, 0.67% active | AID 2472; in the data active = activity change below about -30%
#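 Coupling enzymes only (glyceraldehyde-3-phosphate) + compound, at 57.5 uM final, 10 min RT; add substrate/coupling/AmpLite Red mix, 20 min RT; fluorescence ex 525/em 598 nm. Actives flag coupling-system interference.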
# Giardia kill = Giardia lamblia killing. Giardia lamblia trophozoite viability. activity change, % at 7.66 µM, hits read low. 340,000 tested, 0.15% active; in the data active = activity change below about -80%; inconclusive = between about -30% and that limit;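 note: parasites exposed to compound for two days anaerobically before the ATP read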
#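 Luminescent ATP signal served as the viability read-out, measured 15-30 min after adding ATP detection reagent to trophozoites that had been incubated with compounds for 48 hrs at 37 deg C anaerobically at 100 cells/well.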
# KCNH2 WT inh = blocks the wildtype human KCNH2 potassium channel. activity change, % at 1.84 µM. Q12809. U2OS, BacMam KCNH2, thallium flux FluxOr; active compounds read low. 340,000 tested, 0.37% active;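 active = maximum activity change below -70%; inconclusive = maximum activity change between -70% and -50%; inactive = maximum activity change above -50%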
#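 U2OS cells were transduced with wild-type KCNH2 virus (2.03 x 10^8 / mL) for 4 h at room temperature, then cultured overnight at 37 C. Thallium flux was read with FluxOr dye. Rate constants were normalized to DMSO controls.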
# GALK inh = blocks human galactokinase activity. P51570. Purified GALK, Kinase-Glo residual ATP luminescence. Potency, µM (highest dose often 57.5 µM), inactives show at the highest dose activity change, negative = inhibition, usual class: inhibitors. 270,000 tested, 0.007% active; note: potency is the fitted concentration of half-maximal effect
# Target sequence (P51570 whole entry, looked up): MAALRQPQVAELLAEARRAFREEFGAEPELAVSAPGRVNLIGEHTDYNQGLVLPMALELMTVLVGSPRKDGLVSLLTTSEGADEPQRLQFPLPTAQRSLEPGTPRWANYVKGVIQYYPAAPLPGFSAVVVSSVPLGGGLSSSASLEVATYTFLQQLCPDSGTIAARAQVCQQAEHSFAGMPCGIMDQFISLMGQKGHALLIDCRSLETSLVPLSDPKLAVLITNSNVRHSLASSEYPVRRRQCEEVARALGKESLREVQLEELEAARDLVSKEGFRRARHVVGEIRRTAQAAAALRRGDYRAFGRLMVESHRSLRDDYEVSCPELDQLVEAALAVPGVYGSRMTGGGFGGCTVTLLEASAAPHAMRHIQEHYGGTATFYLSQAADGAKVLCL
#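 GALK at 5 nM final was combined with compound, 35 uM ATP and 100 uM galactose in HEPES pH8.0 with MgCl2 and DTT. The reaction ran one hour at room temperature before luminescent ATP detection.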
# uPA surface inh = cell surface uPA generation inhibition; cell surface uPA generation assay, qHTS; Potency, µM (series often up to 38.3 µM), for inactives: at the top dose activity change, negative = inhibition, most hits filed as inhibitors; 330,000 tested, 0.31% active; AID 540303; active = well fitted inhibition curve with a large enough effect; inconclusive = small, poorly fitted or top-dose-only effect; inactive = no such curve, though single readings can be large or run the other way; tested in mouse RAW 264.7 cells; note: potency is the fitted concentration of half-maximal effect; nearly all actives have a fitted effect of over 55% in size
# B2AR arrestin = agonists driving beta-arrestin recruitment to human beta2-adrenergic receptor; P07550; beta-arrestin recruitment to beta2AR, cell-based reporter; Potency, µM (highest dose often 46.1 µM), for the others: at the highest dose activation, usual class: activators; 330,000 tested, 0.02% active; AID 492947;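 note: potency is the fitted concentration of half-maximal effect; 0% = DMSO controls and full agonism = EC100 isoproterenol or metaproterenol; nearly all actives have a fitted effect of over 65% in size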
# Target sequence (P07550 whole entry, looked up): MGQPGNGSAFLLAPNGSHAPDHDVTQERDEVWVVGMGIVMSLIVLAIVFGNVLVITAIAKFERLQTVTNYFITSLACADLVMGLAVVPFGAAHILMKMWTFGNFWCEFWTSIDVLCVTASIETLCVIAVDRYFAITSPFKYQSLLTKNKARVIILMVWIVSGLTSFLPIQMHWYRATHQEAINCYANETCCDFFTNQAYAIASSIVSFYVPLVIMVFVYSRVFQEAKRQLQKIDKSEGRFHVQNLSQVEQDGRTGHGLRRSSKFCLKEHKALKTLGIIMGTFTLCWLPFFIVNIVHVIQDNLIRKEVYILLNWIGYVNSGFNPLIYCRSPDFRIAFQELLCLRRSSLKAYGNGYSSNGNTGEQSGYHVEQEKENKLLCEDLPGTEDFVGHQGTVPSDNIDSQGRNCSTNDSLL
# * marks the source's active call; other numbers are inactive results; u = inconclusive; x = not tested or not shown; [ ] = dose if it differs, or a comment. Unless noted, calls come from the whole dose curve; as a rule, active = well fitted curve in the direction sought with a large enough effect; inconclusive = small, poorly fitted or top-dose-only effect, or another doubt; inactive = no such curve, though single readings can be large; an effect the other way counts as inactive or inconclusive. Unless noted, % is set by controls: 0 for no effect and ±100 for the full control effect. Random draw from the library. Share with any hit: about 2.4%.
SMILES,KCNH2 3.1 inh,PKM2 activator,USP2a inh,Eya2 phos inh,Chronic BCR inh,FBPA coupling cs,Giardia kill,KCNH2 WT inh,GALK inh,uPA surface inh,B2AR arrestin
Cc1cc(C)cc(NC(=O)CN2CCC(C(=O)c3ccccc3)CC2)c1,u,3.5%,-0.1%,-6.1%,-15.7%,1.8,10.8,19.7,17.1%,2.8%,0.0%
Cc1ccsc1/C=N/NC(=O)c1nnn(-c2nonc2N)c1CN(C)c1ccccc1,-17.0,x,3.0%,1.9%,u,-11.0,u,-5.5,-8.7%,10.2%,-0.6%
CC(C)(C)c1ccc(/C=N/NC(=O)CN2CCS(=O)(=O)CC2)cc1,-0.1,-1.2%,1.3%,3.6%,0.0%,1.1,0.4,-1.2,6.4%,-1.1%,-1.0%
CNC(=S)NNC(=O)CCn1nc(C)c(Br)c1C,2.9,-2.5%,x,x,x,0.2,-6.0,-8.6,3.0%,x,x
Cc1cccc(CSc2nnc(-c3cnccn3)n2C)c1,-1.0,10.1%,-1.3%,9.8%,6.6%,1.8,0.2,3.9,11.3%,1.7%,-0.4%
CCOC(=O)c1ccc(NC(=O)c2cccc(S(=O)(=O)N3CCN(C(C)=O)CC3)c2)cc1,6.1,x,0.8%,1.9%,-15.5%,1.3,-10.8,-5.1,11.2%,-2.5%,0.2%
Cc1cccc(N2C(S)=C(C#N)C(=O)NC23CCCCC3)c1,-32.3,2.2%,2.0%,-6.5%,-0.9%,4.6,4.7,-14.8,x,14.1%,4.4%
COc1ccc(CCNC(=O)C(=O)NCC2OCCN2S(=O)(=O)c2ccc(C)cc2)cc1 (configuration not stated),-36.0,-4.7%,-0.5%,-13.3%,-1.8%,0.5,3.1,5.7,x,-7.5%,-0.5%
O=C(COC(=O)c1ccc2ncsc2c1)Nc1cccc(Cl)c1,-0.5,x,5.1%,5.5%,-1.9%,x,-0.6,14.1,x,4.6%,-0.1%
CCOC(=O)NC(=O)COC(=O)CNC(=O)c1cccc(OC)c1,-2.3,-0.9%,-0.1%,6.5%,-1.8%,-0.3,11.4,-15.7,0.1%,-0.7%,0.3%
CCN(c1ccccc1)S(=O)(=O)c1ccc(OC)c(NC(=O)C2CCC2)c1,-4.1,x,7.0%,-9.3%,1.7%,x,20.7,-1.4,x,u,-0.1%
c1ccc2nc(-c3ccc4c(c3)OCO4)ccc2c1,-0.9,-27.9%,3.3%,-11.3%,-0.7%,-0.1,-11.1,-1.9,7.5%,u,-0.2%
COc1ccc(-n2c(C)cc(C(=O)NC3CCCCC3)c2C)cc1,-7.6,-10.8%,0.0%,6.2%,-20.6%,-15.5,23.7,-6.8,x,u,0.7%
O=C(Nc1ccc(S(=O)(=O)N2CCc3ccccc32)cc1)c1ccc2c(c1)OCO2,6.2,1.1%,-2.0%,-3.5%,u,-0.7,-6.6,-5.5,1.1%,-5.1%,0.0%
CCCCC(C(=O)NC(C)c1ccccc1)C(=O)NC(C)c1ccccc1 (configuration not stated),-6.3,x,1.0%,2.5%,-4.2%,3.0,-11.5,-24.0,7.9%,0.5%,0.5%
O=C(Nc1ccc(CN2CCOCC2)cc1)c1ccc(Br)o1,11.5,x,-10.0%,-2.2%,-1.1%,-10.6,-17.0,-1.7,-0.2%,-4.6%,-1.0%
Cn1c(-c2ccc3c(c2)OCO3)cnc1NCc1ccc(Cl)cc1,-13.5,-2.5%,-0.9%,-13.3%,u,-3.3,3.5,3.2,0.5%,5.0%,0.0%
Cc1c(Cl)cccc1-n1c(SCC(=O)N2CCC(C(=O)O)CC2)nnc1-c1ccncc1,-10.5,4.1%,-0.1%,-1.9%,-1.3%,-0.3,1.8,-0.7,0.4%,9.4%,0.1%
CCCC(=O)Nc1ccc(S(=O)(=O)Nc2cc(C)nc(C)n2)cc1,-2.5,-0.2%,1.0%,17.1%,-0.9%,0.1,6.5,-9.4,2.1%,3.7%,0.2%
CCOC(=O)c1[nH]c(C)c(C(=O)NC2CCCC2)c1C,-1.4,0.6%,2.7%,2.5%,-12.5%,2.6,-1.6,2.6,1.8%,-13.3%,0.1%
O=C(CCS(=O)(=O)c1cccc2nsnc12)NC1CCCCC1,1.5,0.0%,1.8%,2.0%,-9.1%,-0.9,-11.4,-12.1,-2.9%,1.2%,-0.3%
O=C(Nc1ncccc1O)c1ccc(OCC2CCCO2)cc1 (configuration not stated),-7.3,-44.5%,1.9%,-1.1%,-7.7%,x,23.1,-1.4,11.1%,u,-0.5%
Nc1nc2nccc(-c3ccccn3)n2n1,3.6,3.2%,0.9%,2.3%,u,-1.4,-5.9,-16.7,0.4%,-2.2%,-0.1%
Cc1occc1C(=O)Nc1cc(C(C)(C)C)on1,-14.2,-42.2%,-0.9%,-5.5%,-24.8%,1.1,2.3,-11.6,5.8%,x,-0.3%
O=C1CN(C(=O)CNC(=O)c2ccc(Cl)cc2Cl)CCN1,-3.8,-4.9%,1.5%,6.8%,4.4%,-2.2,35.2[activator],15.1,-2.6%,4.2%,0.0%
Cc1cccc2cc(C(c3nnnn3Cc3ccccc3)N3CCCc4ccccc43)c(=O)[nH]c12 (configuration not stated),-16.0,0.8%,1.8%,8.5%,-10.9%,0.4,-6.7,-0.7,-0.3%,-6.2%,-0.6%
Cc1c(C(=O)NCCCN2CCOCC2)oc2ccc(S(=O)(=O)N3CCOCC3)cc12,18.5,3.6%,-0.6%,-7.8%,-10.7%,-1.1,-6.7,2.7,0.4%,-1.1%,0.4%
Cc1noc(/C=C/c2cccs2)c1S(=O)(=O)N1CCC(C(=O)NCCCN2CCCC(C)C2)CC1 (configuration not stated),-25.6,-0.7%,0.5%,2.6%,3.8%,-2.2,-17.5,30.3,-3.3%,u,0.1%
CCCOc1ccc(-c2nnn(CC(=O)OCC)n2)cc1,-22.0,-2.4%,-1.0%,-7.1%,2.8%,-0.5,2.9,-11.9,12.9%,x,-0.7%
COc1nc(-c2ccccc2)cc(C(F)(F)F)n1,-2.2,-3.7%,x,x,x,0.2,-2.5,-8.7,0.0%,x,x
CCOC(=O)n1c(=O)oc2ccccc21,-5.2,12.5%,3.9%,-0.6%,u,5.0,-2.7,3.5,0.8%,2.7%,-0.2%
O=C(Nc1ccccc1)c1ccc(NCCc2ccccc2)c([N+](=O)[O-])c1,-29.9,0.3%,2.8%,7.1%,u,-1.3,-10.9,3.8,3.3%,2.4%,0.1%
COc1cc(S(=O)(=O)N2CCCCCC2)ccc1Cl,2.5,-0.8%,-0.7%,9.5%,-8.1%,5.4,-9.3,-3.4,-3.2%,1.3%,-0.2%
CC(=O)C1=C(c2ccccc2)NC(=O)NC1c1ccccc1OCC#N (configuration not stated),5.4,-3.9%,0.7%,-20.8%,2.6%,-1.6,-4.4,-1.0,-0.1%,-0.1%,0.1%
Cc1ccc(-n2c(SCC(=O)Nc3cc(C)on3)nc3c([nH]c4ccccc43)c2=O)cc1,-2.2,5.0%,1.0%,-7.2%,u,-1.8,4.1,-28.4,-0.9%,25.2%,0.0%
Cc1c(NC(=O)C(C)Oc2ccccc2F)c(=O)n(-c2ccccc2)n1C (configuration not stated),-11.6,-1.7%,2.0%,-0.7%,1.7%,-3.3,-4.2,-5.2,8.1%,3.0%,0.3%
COc1ccc(C(O)(c2ccccc2OC)C(CN2CCOCC2)c2ccccc2)cc1 (configuration not stated),-2.6,5.2%,-1.3%,2.6%,u,0.3,-7.0,-6.8,-0.9%,0.1%,3.1%
CCOC(=O)N1CCN(C(=O)C2CCC(CNS(=O)(=O)c3ccccc3)CC2)CC1 (configuration not stated),1.5,-1.2%,5.0%,1.1%,1.6%,5.0,-8.2,3.7,-0.2%,0.2%,-0.3%
O=C(Nc1nncs1)c1cccc(S(=O)(=O)N2CCCC2)c1,9.5,1.0%,2.6%,-20.3%,u,9.4,-3.9,1.4,-0.1%,-3.5%,2.9%
Cc1cc(C)c(S(=O)(=O)N(CC(=O)N2CCOCC2)C2CCCCC2)c(C)c1,9.4,-7.7%,-0.4%,-23.3%,u,-0.9,-0.9,3.8,0.1%,0.8%,-0.1%
COc1ccc(OC)c(/C=N/NC(=O)CC2C(=O)NN=C2C)c1 (configuration not stated),-1.8,-4.7%,3.3%,-4.8%,-1.2%,5.8,u,6.3,1.9%,-1.9%,-0.1%
NC(C(=O)O)C(c1ccccc1)C(F)F (configuration not stated),-9.2,3.4%,-6.2%,11.1%,u,-0.9,-26.0,x,-1.5%,10.2%,0.4%
CC(C)c1ccc(Nc2nnc(SC3CCOC3=O)s2)cc1 (configuration not stated),-3.3,4.1%,-0.8%,0.3%,u,0.4,0.7,0.5,-3.4%,-7.5%,u
